Screens (PubChem BioAssay)
NRP1-CendR mod: modulators of CendR peptide binding to NRP-1, primary screen, biochemical, fluorescence polarization, uHTS | Neuropilin-1 (Homo sapiens), O14786 | FAM-RPARPAR peptide binding to NRP-1 | inhibition, % at 25 µM | hit rate 0.85% among 360,000 | AID 602438, 2012;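 active = inhibition or corrected inhibition above about 18%, plus a signal ratio from 0.5 to 1.5, limit read from the data, passing the limit was not always enough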; also: strong numbers were not always called active
Tb MetRS inh: T. brucei MetRS inhibitors, primary screen, biochemical, luminescence. purified T. brucei MetRS, ATP depletion, Kinase-Glo luminescence. inhibition, % at 11.9 µM. hit rate 0.4% among 360,000;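 active = inhibition above a per-plate cutoff of the control wells' mean inhibition plus 3 SD, cut at about 5.5% in these data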;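 also: 0% = DMSO wells median and 100% = median of wells with control inhibitor compound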
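Dosing: 11.9 µM compound single dose, 0.9% DMSO; Assay system: purified T. brucei MetRS enzyme; Measured by: Kinase-Glo luciferase luminescence reporting remaining unconsumed ATP; Schedule: 15 min plus 2 h at 25 °C.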
LMPTP inh: LMPTP phosphatase inhibitors, primary screen, biochemical, fluorescence intensity, uHTS; Low molecular weight phosphotyrosine protein phosphatase (Homo sapiens), P24666; recombinant LMPTP-A, OMFP fluorogenic substrate; inhibition, % at 20 µM; hit rate 0.22% among 360,000;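 active = compounds that cut the enzyme signal by at least half of the control window in the single-dose screen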;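 also: plate controls were DMSO wells with enzyme plus substrate for no effect and substrate without enzyme for full effect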
Target sequence (P24666 whole entry, looked up): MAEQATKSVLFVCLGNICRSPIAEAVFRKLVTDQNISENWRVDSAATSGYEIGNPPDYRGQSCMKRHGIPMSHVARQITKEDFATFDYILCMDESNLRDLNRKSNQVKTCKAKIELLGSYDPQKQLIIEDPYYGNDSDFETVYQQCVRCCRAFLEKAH
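Material: LMPTP-A; amount: 0.625 nM enzyme; doses: single 20 µM dose; times: reaction 50 min, room temperature, dark; technique: fluorescence intensity of OMFP turnover product; benchmarks: no-enzyme and uninhibited controls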
SKN-1 inh: suppressors of acrylamide-induced Pgst-4::GFP reporter in worms, primary screen, SKN-1 inhibitor project, whole organism, uHTS, GFP/RFP fluorescence ratio, strain VP596; C. elegans VP596 Pgst-4::GFP/RFP ratio, 24 h; inhibition, % at 21.8 µM; hit rate 0.49% among 360,000; AID 624304, 2012;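 active = interference check ratio from 0.5 to 1.5 plus GFP to RFP signal ratio inhibition reaching or exceeding a fixed threshold, cut at about 30% in these data, passing the limit was not always enough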; also: some compounds called inactive have numbers as strong as hits
SUMO1 PPI mod: modulators of SUMO1 protein-protein interactions, primary screen, biochemical, uHTS | Small ubiquitin-related modifier 1 (Homo sapiens), P63165 | SUMO1 binding to a labelled peptide, TR-FRET, 1 h | inhibition, % at 20 µM | hit rate 0.33% among 360,000; in the data active = inhibition above about 37%
Target sequence (P63165 whole entry, looked up): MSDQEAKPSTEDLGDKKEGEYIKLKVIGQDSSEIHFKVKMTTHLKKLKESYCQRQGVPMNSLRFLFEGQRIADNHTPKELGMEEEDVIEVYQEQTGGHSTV
STEP inh: STEP phosphatase inhibitors, primary screen, biochemical, fluorescence intensity, uHTS. Tyrosine-protein phosphatase non-receptor type 5 (Homo sapiens), P54829. recombinant STEP, OMFP fluorogenic substrate. inhibition, % at 20 µM. hit rate 0.25% among 360,000;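 active = inhibition at 20 µM, scaled per plate between control wells, above about 37%, limit read from the data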;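 also: 0% = DMSO with enzyme and substrate and 100% = substrate only without enzyme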
Target sequence (P54829 whole entry, looked up): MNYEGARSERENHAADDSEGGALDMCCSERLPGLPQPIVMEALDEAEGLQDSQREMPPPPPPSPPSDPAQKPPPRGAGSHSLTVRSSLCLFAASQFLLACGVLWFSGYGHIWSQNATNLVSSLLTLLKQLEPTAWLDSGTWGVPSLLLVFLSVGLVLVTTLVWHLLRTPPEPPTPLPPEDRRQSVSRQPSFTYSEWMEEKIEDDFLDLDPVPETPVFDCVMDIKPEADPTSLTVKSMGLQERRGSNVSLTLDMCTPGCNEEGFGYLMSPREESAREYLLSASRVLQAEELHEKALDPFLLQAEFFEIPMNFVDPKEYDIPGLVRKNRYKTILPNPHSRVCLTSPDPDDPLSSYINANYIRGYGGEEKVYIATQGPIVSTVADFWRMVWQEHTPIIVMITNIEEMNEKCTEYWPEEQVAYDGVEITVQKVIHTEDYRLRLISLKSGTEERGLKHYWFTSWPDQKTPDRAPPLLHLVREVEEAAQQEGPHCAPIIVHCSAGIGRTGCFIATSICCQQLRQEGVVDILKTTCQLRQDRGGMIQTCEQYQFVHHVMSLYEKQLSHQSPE
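Material: STEP (striatal-enriched tyrosine phosphatase) enzyme, cell-free | Medium: 50 mM Bis-Tris pH 6.0 with 2.5 mM DTT and 0.005% Tween 20 | Read-out: Percent inhibition scaled to no-enzyme and uninhibited-enzyme controls, plate-pattern corrected | Signal: Fluorescence read at 480 nm ex / 540 nm em | Times: 20 min reaction, room temperature, in the dark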
Neddyl block: inhibitors of cullin neddylation, primary screen, biochemical, TR-FRET, uHTS, NAE and Ubc12. calls only at 25 µM. hit rate 0.58% among 360,000. AID 651699, 2012; in the data active = inhibition above about 36%
DNMT1 inh: human DNMT1 methyltransferase inhibitors, primary screen, biochemical, molecular beacon, fluorescence, HinP1I cleavage, uHTS | DNA (cytosine-5)-methyltransferase 1 (Homo sapiens), P26358 | inhibition (reported as % activation of signal), % at 10 µM | hit rate 0.83% among 360,000; in the data active = inhibition above about 50%
NadD block: inhibitors of S. aureus NadD, primary screen, biochemical, colorimetric, uHTS; purified NadD enzyme, colorimetric absorbance read-out; inhibition, % at 20 µM; hit rate 0.78% among 360,000; in the data active = inhibition above about 26%; also: some compounds past the cut are filed as inactive
Scp-1 inhibitor: Scp-1 phosphatase inhibitors, primary screen, biochemical, colorimetric, uHTS. Recombinant Scp1, phosphopeptide, malachite green phosphate absorbance. inhibition, % at 20 µM. hit rate 0.88% among 340,000;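 active = inhibition above about 50% at 20 µM, limit read from the data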;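 also: plate controls were DMSO wells with enzyme for no effect and wells lacking enzyme for full effect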
Target sequence (Q9GZU7 76-261 limits assumed): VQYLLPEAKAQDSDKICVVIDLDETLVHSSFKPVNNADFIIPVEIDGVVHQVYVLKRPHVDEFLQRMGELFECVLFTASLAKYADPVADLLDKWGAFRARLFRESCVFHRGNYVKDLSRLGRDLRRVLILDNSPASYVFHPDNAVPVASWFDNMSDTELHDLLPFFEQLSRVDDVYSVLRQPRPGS
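Times: enzyme reaction 45 min at room temperature, colour 5 min, stabilisation 30 min. Material: SCP-1 catalytic fragment, aa 76-261. Medium: Acidic Tris acetate buffer with magnesium and detergent. Signal: colorimetric free-phosphate detection, absorbance 630 nm. Read-out basis: % inhibition of SCP-1 phosphate liberation. Reagent: Phosphorylated 17-residue peptide substrate.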
* = called active by the depositor. Outcome played no part in choosing rows; any-hit rate near 4.6%.

`CC1Oc2ccccc2N(Cc2ccccc2Cl)C1=O` (centres undefined) gave NRP1-CendR mod -6.0, Tb MetRS inh -0.6, LMPTP inh 1.3, SKN-1 inh 5.9, SUMO1 PPI mod 0.3, STEP inh -2.8, Neddyl block inactive, DNMT1 inh 3.7, NadD block -3.8 and Scp-1 inhibitor 7.5.
Screening Cc1ccc(Cn2nnc3c(=O)[nH]c(C4CCCN(S(=O)(=O)c5ccc(F)cc5)C4)nc32)cc1 (centres undefined) returned NRP1-CendR mod 8.0, Tb MetRS inh 0.5, LMPTP inh 3.6, SKN-1 inh 2.3, SUMO1 PPI mod 9.7, STEP inh 1.2, Neddyl block inactive, DNMT1 inh -4.9, NadD block 19.3 and Scp-1 inhibitor -3.8.
Screening COc1cc(CN(C)CC2CCCN(CCc3ccccc3F)C2)cc(Cl)c1OC (centres undefined) returned NRP1-CendR mod 4.2, Tb MetRS inh 0.2, LMPTP inh 0.2, SKN-1 inh -5.2, SUMO1 PPI mod 1.8, STEP inh -0.1, Neddyl block inactive, DNMT1 inh 3.9, NadD block -6.8 and Scp-1 inhibitor -9.6.
`CC1CC(C)CN(C(=O)Cn2c(=O)n(CCCCC(=O)NCc3ccco3)c(=O)c3ccccc32)C1` (centres undefined) gave NRP1-CendR mod 14.1, Tb MetRS inh -0.5, LMPTP inh -1.4, SKN-1 inh 6.0, SUMO1 PPI mod 5.3, STEP inh -11.1, Neddyl block inactive, DNMT1 inh 1.9, NadD block 0.2 and Scp-1 inhibitor -3.1.
Screening Cc1ccc(/C=N/c2sc(Cc3ccccc3)c(C)c2C(N)=O)o1 returned NRP1-CendR mod -54.7, Tb MetRS inh -0.4, LMPTP inh -0.7, SKN-1 inh 16.2, SUMO1 PPI mod -0.7, STEP inh 0.6, Neddyl block inactive, DNMT1 inh -3.0, NadD block 16.4 and Scp-1 inhibitor 1.3.
`Cn1nc([N+](=O)[O-])nc1Sc1nnc(-c2ccccc2)o1` gave NRP1-CendR mod 9.0, Tb MetRS inh 0.0, LMPTP inh -0.6, SKN-1 inh 13.8, SUMO1 PPI mod -2.8, STEP inh -1.4, Neddyl block inactive, DNMT1 inh 10.2, NadD block 1.3 and Scp-1 inhibitor 0.2.
`CCOc1ccc(-c2nnn(CC(=O)NCc3ccc(F)cc3)n2)cc1OCC` gave NRP1-CendR mod -18.9, Tb MetRS inh -0.9, LMPTP inh -2.8, SKN-1 inh -1.0, SUMO1 PPI mod 0.1, STEP inh -3.2, Neddyl block inactive, DNMT1 inh 23.7, NadD block -6.8 and Scp-1 inhibitor -2.7.
`OC(c1ccc(F)cc1)c1nc(-c2cccc(C(F)(F)F)c2)cs1` (centres undefined) gave NRP1-CendR mod 12.7, Tb MetRS inh 0.2, LMPTP inh 1.9, SKN-1 inh 3.7, SUMO1 PPI mod 2.4, STEP inh -1.1, Neddyl block inactive, DNMT1 inh 5.2 and NadD block -4.5.
`CCC(CC)n1c(C)cc(=O)n1C(CC)CC` gave NRP1-CendR mod 7.2, Tb MetRS inh 0.0, LMPTP inh -3.2, SKN-1 inh -3.3, SUMO1 PPI mod 19.7, STEP inh 1.3, Neddyl block inactive, DNMT1 inh -2.4, NadD block 3.9 and Scp-1 inhibitor -2.8.
CN(C)c1ccc(C=C2C=Cc3ccccc32)cc1 was read as NRP1-CendR mod -12.4, Tb MetRS inh 0.1, LMPTP inh 1.1, SKN-1 inh 2.9, SUMO1 PPI mod -9.3, STEP inh -0.8, Neddyl block inactive, DNMT1 inh -2.8, NadD block 9.5 and Scp-1 inhibitor 4.0.
`O=C1/C(=C/c2cccs2)Sc2ccccc21` gave NRP1-CendR mod -18.2, Tb MetRS inh -0.3, LMPTP inh -0.7, SKN-1 inh -0.1, SUMO1 PPI mod -11.2, STEP inh 2.3, Neddyl block inactive, DNMT1 inh -2.2, NadD block -2.8 and Scp-1 inhibitor -2.1.
Screening CC(C)Oc1cccc(C(=O)C2CCCN(Cc3ccc(Oc4ncccn4)cc3)C2)c1 (centres undefined) returned NRP1-CendR mod -6.4, Tb MetRS inh 0.6, LMPTP inh -1.3, SKN-1 inh 4.3, SUMO1 PPI mod -3.4, STEP inh 3.0, Neddyl block inactive, DNMT1 inh -0.5, NadD block -13.9 and Scp-1 inhibitor -1.0.

Entries from the list above that contain a carbonyl joined to an NH by a bond outside any ring (3):
`CC1CC(C)CN(C(=O)Cn2c(=O)n(CCCCC(=O)NCc3ccco3)c(=O)c3ccccc32)C1` (centres undefined) gave NRP1-CendR mod 14.1, Tb MetRS inh -0.5, LMPTP inh -1.4, SKN-1 inh 6.0, SUMO1 PPI mod 5.3, STEP inh -11.1, Neddyl block inactive, DNMT1 inh 1.9, NadD block 0.2 and Scp-1 inhibitor -3.1.
Screening Cc1ccc(/C=N/c2sc(Cc3ccccc3)c(C)c2C(N)=O)o1 returned NRP1-CendR mod -54.7, Tb MetRS inh -0.4, LMPTP inh -0.7, SKN-1 inh 16.2, SUMO1 PPI mod -0.7, STEP inh 0.6, Neddyl block inactive, DNMT1 inh -3.0, NadD block 16.4 and Scp-1 inhibitor 1.3.
`CCOc1ccc(-c2nnn(CC(=O)NCc3ccc(F)cc3)n2)cc1OCC` gave NRP1-CendR mod -18.9, Tb MetRS inh -0.9, LMPTP inh -2.8, SKN-1 inh -1.0, SUMO1 PPI mod 0.1, STEP inh -3.2, Neddyl block inactive, DNMT1 inh 23.7, NadD block -6.8 and Scp-1 inhibitor -2.7.

Additional results.
`CCn1c(=S)sc2c(=O)n(CC(=O)Nc3ccccc3C(F)(F)F)c(C)nc21` gave NRP1-CendR mod 9.0, Tb MetRS inh -0.3, LMPTP inh 66.5*, SKN-1 inh 2.7, SUMO1 PPI mod 8.2, STEP inh 87.0*, Neddyl block inactive, DNMT1 inh 27.6, NadD block 4.5 and Scp-1 inhibitor 68.0*.
`CCOc1ccc(NC(=O)CN(C)C(=O)c2cccnc2Sc2ccc(Cl)cc2)cc1OCC` gave NRP1-CendR mod 3.5, Tb MetRS inh -0.4, LMPTP inh -0.9, SKN-1 inh 10.7, SUMO1 PPI mod 3.0, STEP inh 2.3, Neddyl block inactive, DNMT1 inh 1.3, NadD block -1.5 and Scp-1 inhibitor 3.1.
`COC(=O)[C@H](CC(C)C)NC(=O)c1cc2c(cn1)[nH]c1ccccc12` gave NRP1-CendR mod -5.3, Tb MetRS inh 1.8, LMPTP inh 2.3, SKN-1 inh -6.0, SUMO1 PPI mod 4.4, STEP inh 13.1, Neddyl block inactive, DNMT1 inh -2.9, NadD block -0.2 and Scp-1 inhibitor 7.5.
CC1CC(C)CN(C(=O)COC(=O)c2cc3ccccc3cc2O)C1 (centres undefined) was read as NRP1-CendR mod 2.0, Tb MetRS inh -0.7, LMPTP inh -0.9, SKN-1 inh -12.7, SUMO1 PPI mod -7.1, STEP inh 4.0, Neddyl block inactive, DNMT1 inh -4.1, NadD block -4.3 and Scp-1 inhibitor -0.3.
`CCN(CC)c1ccc(NC(=O)COC(=O)CCc2cc(OC)c(OC)c(OC)c2)cc1` gave NRP1-CendR mod 13.7, Tb MetRS inh 0.0, LMPTP inh -1.1, SKN-1 inh -20.9, SUMO1 PPI mod -1.2, STEP inh 0.5, Neddyl block inactive, DNMT1 inh -6.8 and NadD block -4.6.
CSc1ccccc1OCc1cc(C(=O)NCc2ccc(C)s2)no1 was read as NRP1-CendR mod 19.3, Tb MetRS inh -0.2, LMPTP inh 2.4, SKN-1 inh 6.1, SUMO1 PPI mod 8.8, STEP inh 0.8, Neddyl block inactive, DNMT1 inh 0.2, NadD block -9.7 and Scp-1 inhibitor -14.3.
Screening Cc1ccc(S(=O)(=O)N/N=C\c2cn(CC(N)=O)c3ccccc23)cc1C returned NRP1-CendR mod 25.2*, Tb MetRS inh 0.2, LMPTP inh 1.5, SKN-1 inh -9.5, SUMO1 PPI mod -9.7, STEP inh -0.7, Neddyl block inactive, DNMT1 inh 1.2, NadD block 0.0 and Scp-1 inhibitor -1.8.
Screening CCC(C)(C)C1CCC(NC(=O)c2ccc(S(=O)(=O)N3CCOCC3)cc2)CC1 (centres undefined) returned NRP1-CendR mod 1.3, Tb MetRS inh -0.2, LMPTP inh 1.2, SKN-1 inh -1.5, SUMO1 PPI mod -0.5, STEP inh 0.1, Neddyl block inactive, DNMT1 inh -6.3, NadD block 4.1 and Scp-1 inhibitor -5.0.
For COc1ccc(C(=O)NC2CCCCCC2)cc1S(=O)(=O)N1CCCc2ccccc21 the results were NRP1-CendR mod -6.7, Tb MetRS inh -0.7, LMPTP inh 2.0, SKN-1 inh 9.0, SUMO1 PPI mod 2.7, STEP inh 2.9, Neddyl block inactive, DNMT1 inh -7.8, NadD block 3.1 and Scp-1 inhibitor -15.9.
`CC1CC(C)CN(C(=O)C2CCN(S(=O)(=O)c3cccs3)CC2)C1` (centres undefined) gave NRP1-CendR mod 1.1, Tb MetRS inh 0.9, LMPTP inh -2.5, SKN-1 inh -3.6, SUMO1 PPI mod 8.1, STEP inh -1.3, Neddyl block inactive, DNMT1 inh 0.0, NadD block -2.1 and Scp-1 inhibitor -2.0.
O=C(CSc1ccc(F)cc1)NCCc1ccc(Cl)cc1 was read as NRP1-CendR mod -1.1, Tb MetRS inh 0.0, LMPTP inh 1.3, SKN-1 inh -1.3, SUMO1 PPI mod 3.4, STEP inh 1.9, Neddyl block inactive, DNMT1 inh -1.6, NadD block -8.8 and Scp-1 inhibitor -4.9.
For CN1c2ccc([N+](=O)[O-])cc2C(C)(C)C12C=Cc1cc(C(=O)O)ccc1O2 (centres undefined) the results were NRP1-CendR mod -30.3, Tb MetRS inh 1.4, LMPTP inh 0.6, SKN-1 inh 3.0, SUMO1 PPI mod -0.8, STEP inh 3.2, Neddyl block inactive, DNMT1 inh 8.4, NadD block -4.9 and Scp-1 inhibitor -4.0.
For COC(=O)C1=C(Nc2ccc(C)cc2)C=C(C)C(C(=O)OC)C1c1cccc(OC)c1 (centres undefined) the results were NRP1-CendR mod -14.5, Tb MetRS inh 0.0, LMPTP inh 3.7, SKN-1 inh 13.8, SUMO1 PPI mod 0.2, STEP inh -0.9, Neddyl block inactive, DNMT1 inh -5.3, NadD block 0.3 and Scp-1 inhibitor -3.5.
